Compound activity deposited in PubChem BioAssay by National Center for Advancing Translational Sciences (NCATS).
RXFP1 agonist – qHTS Assay for Agonists of the Relaxin Receptor RXFP1. Relaxin receptor 1 (Homo sapiens), Q9HBX9. HEK293T-RXFP1 cAMP TR-FRET, 30 min; response scale: percent of porcine relaxin response, buffer zero. Potency, µM (top dose mostly 57.5 µM), inactives show at the highest dose activation, actives largely listed as activators. actives 0.3% (n = 370,000); further: potency means the concentration at half of the fitted maximal effect; on the % scale 0 is the no-effect control and ±100 the full control effect; nearly all actives have a fitted effect of over 60% in size; many of its hits are not listed in these tables
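HEK293 cells stably expressing RXFP1, treated 30 min at 37C with compounds plus PDE4 inhibitor Ro 20174; cAMP measured by HTRF TR-FRET. Normalized to buffer and 29 nM porcine relaxin; EC50 by Hill fit.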
D1 ag – Allosteric Agonists of the Human D1 Dopamine Receptor: qHTS; D(1A) dopamine receptor (Homo sapiens), P21728; HEK293 T-REx D1 cells, calcium flux, agonist mode; activation, % at 2 µM; actives 1% (n = 360,000); AID 504660, 2011; in the data active means activation above about 30%; further: 0% is about no effect
Target sequence (P21728 whole entry, looked up): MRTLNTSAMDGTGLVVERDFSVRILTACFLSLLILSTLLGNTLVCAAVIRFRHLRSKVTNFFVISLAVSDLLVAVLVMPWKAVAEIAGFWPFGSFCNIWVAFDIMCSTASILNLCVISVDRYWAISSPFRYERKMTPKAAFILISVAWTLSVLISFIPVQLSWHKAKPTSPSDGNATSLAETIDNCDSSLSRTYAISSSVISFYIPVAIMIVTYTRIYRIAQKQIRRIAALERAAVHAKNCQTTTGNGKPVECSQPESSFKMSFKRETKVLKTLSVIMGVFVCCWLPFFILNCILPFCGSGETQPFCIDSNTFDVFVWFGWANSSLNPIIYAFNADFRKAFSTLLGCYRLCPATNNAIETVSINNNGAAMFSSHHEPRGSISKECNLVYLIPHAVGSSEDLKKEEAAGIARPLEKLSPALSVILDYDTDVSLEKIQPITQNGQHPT
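Tetracycline-induced HEK293 TREx D1 cells, force-coupled to calcium signalling, were dye-loaded with a no-wash calcium kit. Compound was pin-added after a 10 s baseline. Fluorescence was read kinetically at 1 cycle/s for 180 s, with calcium rises flagged as agonism.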
LDHA block – qHTS assay for inhibitors of human lactate dehydrogenase; L-lactate dehydrogenase A chain (Homo sapiens), P00338; activity change, % (values are at about 110 or 230 µM); purified LDHA, NADH/diaphorase-resazurin fluorescence; hits give low values; actives 0.15% (n = 480,000); in the data active means activity change below about -30%; inconclusive means mostly about -25% to -30%;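 further: plate controls were DMSO wells for no effect and wells without enzyme for full effect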
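Human LDH5 at 2 nM final in Tris HCl pH 7.4 with 0.06 mM NADH and 0.2 mM pyruvate, reacted 5 minutes at room temperature. Remaining NADH coupled via diaphorase/resazurin; resorufin fluorescence read at 0 and 20 minutes, normalized to enzyme-free and DMSO wells.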
D1 PAM – Potentiators of Human D1 Dopamine Receptor: qHTS; D(1A) dopamine receptor (Homo sapiens), P21728; HEK293 TREx D1 cells, calcium flux, dopamine EC20 potentiation; potentiation, % at 10 µM; actives 0.036% (n = 360,000); in the data active means potentiation above about 30%; further: 0% is about no effect
Vif-A3F inh – qHTS for Inhibitors of Vif-A3F Interactions: qHTS; AID 602313, 2012; actives 0.2% (n = 390,000); Potency, µM (titrated, usually from 46.1 µM), without a hit: at the highest dose activity, negative = active; HeLa A3F-eYFP + Vif (tagged APOBEC3F with the HIV-1 protein that degrades it), YFP fluorescence increase; further: potency means the concentration at half of the fitted maximal effect; % of control where 0% means no effect; nearly all actives have a fitted effect of over 65% in size
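HeLa cells stably expressing Vif plus C-terminally eYFP-tagged A3F were seeded, incubated overnight at 37 deg C, dosed with compound, incubated overnight again at 37 deg C. Yellow fluorescence (Ex 488/Em 500-530) reported blocked Vif-mediated A3F-eYFP degradation.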
D1 antagonist – Antagonist of Human D 1 Dopamine Receptor: qHTS. HEK293 TREx D1 cells, calcium flux, dopamine EC80; hits give low values. D(1A) dopamine receptor (Homo sapiens), P21728. AID 504652, 2011. activity change, negative = inhibition, % at 10 µM. actives 3.2% (n = 360,000); in the data active means activity change below about -30%; further: on the % scale 0 is the no-effect control and ±100 the full control effect
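Tetracycline-induced HEK293 Trex D1 cells, force-coupled to calcium, dye-loaded; compounds added and read 180 s, then EC80 dopamine added and calcium flux tracked kinetically another 180 s.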
Vif-APOBEC3G blk – qHTS for Inhibitors of Vif-A3G Interactions: qHTS. Potency, µM (top dose mostly 46.1 µM), for inactives: at the highest dose activity, negative = active, usual class: inhibitors. actives 0.076% (n = 410,000). HeLa A3G-eYFP + Vif (tagged APOBEC3G with the HIV-1 protein that degrades it), YFP fluorescence, overnight;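 further: potency means the concentration at half of the fitted maximal effect; on the % scale 0 is the no-effect control and ±100 the full control effect; nearly all actives have a fitted effect of over 60% in size; hits raise eYFP signal because A3G escapes Vif-driven loss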
Target sequence (Q9HC16 whole entry, looked up): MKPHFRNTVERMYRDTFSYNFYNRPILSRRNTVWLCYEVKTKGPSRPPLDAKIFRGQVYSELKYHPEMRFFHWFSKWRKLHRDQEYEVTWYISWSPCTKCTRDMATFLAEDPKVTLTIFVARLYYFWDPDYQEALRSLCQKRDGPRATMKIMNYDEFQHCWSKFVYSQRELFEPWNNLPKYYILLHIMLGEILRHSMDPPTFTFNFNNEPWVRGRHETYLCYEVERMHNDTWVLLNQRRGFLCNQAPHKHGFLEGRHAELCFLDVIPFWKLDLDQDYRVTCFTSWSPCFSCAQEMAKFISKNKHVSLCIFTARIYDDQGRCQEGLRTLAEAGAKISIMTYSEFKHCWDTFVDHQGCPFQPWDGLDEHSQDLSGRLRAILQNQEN
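HeLa cells stably expressing Vif and C-terminally eYFP-tagged A3G, seeded overnight at 37 deg C, then exposed to compound by pintool overnight at 37 deg C. Rise in yellow fluorescence (Ex 488/Em 500-530, Acumen) marks blocked Vif-driven A3G degradation.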
GRP78 ERSR act – qHTS for Inducers of the Endoplasmic Reticulum Stress Response (ERSR) in Human Glioma: qHTS; actives 0.02% (n = 420,000); U87-MG GRP78 promoter luciferase reporter, 16 h; Potency, µM, inactives show top-dose activation, hits mostly activators; further: potency means the concentration at half of the fitted maximal effect; series mostly up to about 76 µM; % of control where 0% means no effect; nearly all actives have a fitted effect of over 35% in size
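Stably transfected U87-MG glioma cells carrying a GRP78-based luciferase sensor; 16 h compound incubation. Luminescence end-point read 10 min after Bright-Glo addition at room temperature.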
D2 potentiator – HTS Assay for Positive Allosteric Modulators of the Human D2 Dopamine Receptor: Primary Screen for Potentiators. D(2) dopamine receptor (Homo sapiens), P14416. AID 485347, 2010. HEK293 T-REx D2, calcium flux, EC20 dopamine potentiation. potentiation, % at 10 µM. actives 0.34% (n = 340,000);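 active means potentiation over 3 SD above the plate norm, cut at about 30% in these data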; further: 0% is about no effect
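Tetracycline-induced Hek293 Trex D2 cells, force-coupled to calcium, loaded with no-wash calcium dye. Compound added with 180 s kinetic read for agonism, then EC20 dopamine and a further 180 s read for potentiation.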
* hit, by the source's call; & = joins results of further samples. Unless noted, the call rests on the fitted dose curve; in most records, active means well fitted curve in the direction sought with a large enough effect; inconclusive means small, poorly fitted or top-dose-only effect, or another doubt; inactive means no such curve, though single readings can be large; an effect the other way counts as inactive or inconclusive.

How did CCCc1[nH]nc2c1C(c1ccoc1)C(C#N)=C(N)O2 (configuration not stated) do in these assays?
RXFP1 agonist: 3.3%; D1 ag: 3.9; LDHA block: 1.2; D1 PAM: -3.8; Vif-A3F inh: -0.8%; D1 antagonist: 11.9; Vif-APOBEC3G blk: -28.0%; GRP78 ERSR act: -4.6%; D2 potentiator: 11.7

How did CC1C(=O)Nc2ccccc2N1C(=O)c1c(F)cccc1F (configuration not stated) do in these assays?
RXFP1 agonist: 0.0%; D1 ag: 2.0; LDHA block: 0.4; D1 PAM: -8.3; Vif-A3F inh: 12.4%; D1 antagonist: 4.9; Vif-APOBEC3G blk: -4.1%; GRP78 ERSR act: -2.8%; D2 potentiator: -5.2

Results for CCC1(c2ccc(F)cc2)NC(=O)N(CC(=O)N2c3ccccc3CC2C)C1=O (configuration not stated) ?
RXFP1 agonist: 2.1%; D1 ag: 84.7*; LDHA block: -1.4; D1 PAM: 4.7; Vif-A3F inh: -0.7%; D1 antagonist: 3.6; Vif-APOBEC3G blk: -2.6%; GRP78 ERSR act: -2.8%; D2 potentiator: 14.0

Results for COc1cccc(-c2nc(Oc3cccc(C)c3C)c3ccccc3n2)c1O ?
RXFP1 agonist: -0.4%; D1 ag: 0.6; LDHA block: 10.6; D1 PAM: -2.6; Vif-A3F inh: -6.9%; D1 antagonist: -6.4; Vif-APOBEC3G blk: 0.3%; GRP78 ERSR act: 4.3%; D2 potentiator: -0.7

What do the screens show for `Cc1ccc(C(=O)COC(=O)CN2C(=O)C3C4CCC(C4)C3C2=O)cc1[N+](=O)[O-]` (configuration not stated)?
RXFP1 agonist: 0.0%; D1 ag: 7.8; LDHA block: -6.3; D1 PAM: -2.9; Vif-A3F inh: 1.9%; D1 antagonist: -23.8; Vif-APOBEC3G blk: -1.2%; GRP78 ERSR act: -2.0%

What do the screens show for `O=c1[nH]nc(-c2ccc(OCc3ccc(Cl)cc3Cl)cc2)o1`?
RXFP1 agonist: 3.8%; D1 ag: 4.3; LDHA block: -2.9; D1 PAM: -5.5; Vif-A3F inh: -13.7%; D1 antagonist: -15.0; Vif-APOBEC3G blk: -2.7%; GRP78 ERSR act: 0.1%; D2 potentiator: -10.0

Results for CCS(=O)(=O)N1CCC(NC(C)=O)(c2ccccc2)CC1 ?
RXFP1 agonist: 0.3%; D1 ag: -0.6; LDHA block: -3.8; D1 PAM: 3.2; D1 antagonist: 4.1; Vif-APOBEC3G blk: -1.3%; GRP78 ERSR act: -5.6%; D2 potentiator: -2.1

What do the screens show for `O=C(C1CCC(=O)N1Cc1cccnc1)N1CCN(c2ccc(F)cc2)CC1` (configuration not stated)?
RXFP1 agonist: 1.7%; D1 ag: 2.2; LDHA block: 2.2; D1 PAM: -3.7; Vif-A3F inh: -5.6%; D1 antagonist: -12.0; Vif-APOBEC3G blk: -1.2%; GRP78 ERSR act: -6.1%; D2 potentiator: -8.8

How did Cc1ccc(S(=O)(=O)N2CCOC2CNC(=O)C(=O)NCC(C)C)cc1 (configuration not stated) do in these assays?
RXFP1 agonist: 2.8%; D1 ag: 26.9; LDHA block: -5.0; D1 PAM: -4.5; Vif-A3F inh: 2.9%; D1 antagonist: 1.9; Vif-APOBEC3G blk: 2.3%; GRP78 ERSR act: 3.1%; D2 potentiator: 2.4

What do the screens show for `CCN(CC)C(=O)Oc1ccc(Br)cc1C(=O)Nc1ccc(F)c(Cl)c1`?
RXFP1 agonist: -1.2%; D1 ag: 12.6; LDHA block: -2.7; D1 PAM: -2.7; Vif-A3F inh: -28.0%; D1 antagonist: 1.5; Vif-APOBEC3G blk: 0.0%; GRP78 ERSR act: -4.1%; D2 potentiator: 9.5

How did Cc1ccc(C(=O)N(C)Cc2ccccc2)cc1S(=O)(=O)N1CCOCC1 do in these assays?
RXFP1 agonist: 0.4%; D1 ag: 3.4; LDHA block: -5.5; D1 PAM: -9.9; Vif-A3F inh: 3.4%; D1 antagonist: 21.8; Vif-APOBEC3G blk: -2.7%; GRP78 ERSR act: -6.0%; D2 potentiator: 0.8

What do the screens show for `CN1CCN(CC(=O)Nc2nc(-c3c[nH]c4ccccc34)cs2)CC1`?
RXFP1 agonist: 1.3%; D1 ag: 13.3; LDHA block: -0.2; D1 PAM: -3.2; Vif-A3F inh: -1.6%; D1 antagonist: 4.3; Vif-APOBEC3G blk: 2.0%; GRP78 ERSR act: 3.2%; D2 potentiator: -7.7

Results for O=C(CN1CCN(S(=O)(=O)c2cccc(Cl)c2)CC1)NCC1(N2CCOCC2)CCCCC1 ?
RXFP1 agonist: -0.6%; D1 ag: -0.9; LDHA block: 2.0; D1 PAM: -3.3; Vif-A3F inh: 0.7%; D1 antagonist: 8.5; Vif-APOBEC3G blk: -5.8%; GRP78 ERSR act: -4.7%

What do the screens show for `Cc1ccc(C(C)C)c2c1C(c1ccc3c(c1)OCO3)CC(=O)O2` (configuration not stated)?
LDHA block: -1.4; Vif-A3F inh: 0.1%; Vif-APOBEC3G blk: 2.1%; GRP78 ERSR act: inconclusive

Results for CCO/N=C(/c1nonc1N)N1CCN(c2ccc([N+](=O)[O-])cc2)CC1 ?
RXFP1 agonist: 0.8%; D1 ag: 0.8; LDHA block: -11.7; D1 PAM: -2.5; Vif-A3F inh: inconclusive; D1 antagonist: -1.0; Vif-APOBEC3G blk: -16.7%; GRP78 ERSR act: 0.4%; D2 potentiator: -0.5

Results for CCc1nnc(NS(=O)(=O)c2ccc(NC(=S)NC(=O)/C=C/c3ccc(F)cc3)cc2)s1 ?
RXFP1 agonist: -3.6%; D1 ag: 0.0; LDHA block: -19.1; D1 PAM: -3.7; Vif-A3F inh: -14.5%; D1 antagonist: -1.0; Vif-APOBEC3G blk: -22.0%; GRP78 ERSR act: -4.9%; D2 potentiator: 3.1

What do the screens show for `COCOc1ccc(C=O)c(OCOC)c1`?
LDHA block: -5.3; Vif-A3F inh: 3.3%; Vif-APOBEC3G blk: -14.8%; GRP78 ERSR act: -1.0%

What do the screens show for `COc1ccc(-c2noc(CNC(=O)c3ccc4c(c3)OCO4)n2)cc1OC`?
RXFP1 agonist: -0.5%; D1 ag: 2.0; LDHA block: -4.6; D1 PAM: -3.3; Vif-A3F inh: 0.2%; D1 antagonist: 3.9; Vif-APOBEC3G blk: 3.1%; GRP78 ERSR act: -4.8%; D2 potentiator: 13.3

What do the screens show for `Cc1occc1C(=O)Nc1sc2c(c1C(N)=O)CCC(C(C)(C)C)C2` (configuration not stated)?
RXFP1 agonist: 4.7%; D1 ag: -0.2; LDHA block: 4.6; D1 PAM: -0.1; Vif-A3F inh: -0.7%; D1 antagonist: -7.0; Vif-APOBEC3G blk: -4.2%; GRP78 ERSR act: 1.2%; D2 potentiator: -2.2

How did CCS(=O)(=O)N1CCc2cc(C(=O)NC(C)c3ccccc3)ccc21 (configuration not stated) do in these assays?
RXFP1 agonist: 5.8%; D1 ag: 5.0; LDHA block: -2.3; D1 PAM: -3.2; Vif-A3F inh: 0.1%; D1 antagonist: -12.1; Vif-APOBEC3G blk: 0.2%; GRP78 ERSR act: -2.3%; D2 potentiator: -18.6

How did O=C(CSc1nnc(-c2c[nH]c3ccccc23)o1)N1CCCCC1 do in these assays?
RXFP1 agonist: -0.6%; D1 ag: 4.1; LDHA block: -7.5; D1 PAM: 5.2; Vif-A3F inh: -3.7%; D1 antagonist: -11.2; Vif-APOBEC3G blk: -12.6%; GRP78 ERSR act: 3.6%; D2 potentiator: 9.4

How did O=C(CCn1c(=O)c2sccc2n(Cc2cccc(F)c2)c1=O)NCc1ccc2c(c1)OCO2 do in these assays?
RXFP1 agonist: inconclusive; D1 ag: 1.1; LDHA block: -6.7; D1 PAM: 0.8; Vif-A3F inh: 0.3%; D1 antagonist: 10.9; Vif-APOBEC3G blk: -6.1%; GRP78 ERSR act: -3.6%; D2 potentiator: -1.4

What do the screens show for `O=C(CSc1nnc(C2COc3ccccc3O2)o1)N1CCN(c2ccccc2)CC1` (configuration not stated)?
RXFP1 agonist: 0.2%; D1 ag: 2.8; LDHA block: -1.3; D1 PAM: -2.0; Vif-A3F inh: 3.1%; D1 antagonist: 8.1; Vif-APOBEC3G blk: 4.5%; GRP78 ERSR act: 0.3%; D2 potentiator: -20.5

What do the screens show for `CCOc1ccc(NC(=O)CCNS(=O)(=O)c2ccc3c(c2)oc(=O)n3C)cc1`?
RXFP1 agonist: -0.3%&3.2%; D1 ag: 1.6&-1.1; LDHA block: -1.4&-14.1; D1 PAM: 4.5&-1.4; Vif-A3F inh: -2.4%&-17.6%; D1 antagonist: -25.0&-7.9; Vif-APOBEC3G blk: 2.4%&0.6%; GRP78 ERSR act: -0.8%&-4.9%; D2 potentiator: -3.0&20.8

How did CC1=CC(C)(C)N(C(=O)CSc2ncn[nH]2)c2ccc(C)cc21 do in these assays?
RXFP1 agonist: -0.9%; D1 ag: 0.1; LDHA block: -1.1; D1 PAM: -0.7; Vif-A3F inh: 0.4%; D1 antagonist: 0.2; Vif-APOBEC3G blk: -0.2%; GRP78 ERSR act: -0.4%; D2 potentiator: -9.9

How did COc1ccc(C(=O)NCCc2c[nH]c3ccccc23)cc1 do in these assays?
RXFP1 agonist: -0.3%; D1 ag: 6.6; LDHA block: -6.2; D1 PAM: 0.8; Vif-A3F inh: 3.0%; D1 antagonist: -2.6; Vif-APOBEC3G blk: 1.3%; GRP78 ERSR act: 2.5%; D2 potentiator: 10.3

The list is partial; the hit share may differ from the screen's.
